Coupling enz: coupling enzyme interference in Giardia aldolase counter-screen | actives 0.67% (n = 290,000) | coupling enzyme system counterscreen, AmpLite Red fluorescence | activity change, negative = inhibition, % at 58.2 µM, hits read low | AID 2472; in the data active means activity change below about -30%; further: on the % scale 0 is the no-effect control and ±100 the full control effect
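Final compound at 57.5 uM, incubated 10 min at RT with coupling enzyme reagent (glyceraldehyde-3-phosphate), then 20 min with substrate and AmpLite Red detection. Fluorescence read at 525/598 nm; tests interference with the coupling assay, not aldolase inhibition.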
GALK inh: blocks human galactokinase activity | P51570 | Potency, µM (titrated, usually from 57.5 µM), for inactives: at the highest dose activity change, negative = inhibition, hits mostly inhibitors | actives 0.007% (n = 270,000) | AID 1868 | Purified GALK, Kinase-Glo residual ATP luminescence; further: potency means the concentration at half of the fitted maximal effect; on the % scale 0 is the no-effect control and ±100 the full control effect
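Galactose (100 uM) and ATP (35 uM) were turned over by 5 nM GALK for 1 h at RT. Kinase-Glo Plus then converted the remaining ATP into a luminescent signal.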
KCNH2 3.1 block: inhibitors of human KCNH2 3.1 potassium channel isoform; activity change, % (tested at about 1.8 µM); AID 720553; U2OS KCNH2 3.1, thallium flux FluxOr; stronger effect = lower value; actives 0.95% (n = 340,000);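 active means maximum activity change below -70%; inconclusive means maximum activity change from -70% to -50%; inactive means maximum activity change above -50%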;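 further: thallium influx rate constant from kinetic fluorescence after stimulation buffer; on the % scale 0 is the no-effect control and ±100 the full control effect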
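Thallium flux via FluxOr fluorescence (Red40 quencher, 45 min loading) in U2OS cells virally expressing the KCNH2 3.1 isoform (1.77 x 10^8 /mL virus, overnight at 37 C). Rate constants from 2-min kinetic reads post-stimulation, normalised to positive and negative controls.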
MBNL1 CUG block: MBNL1-poly(CUG) RNA binding inhibition; Q9NR56; TR-FRET MBNL1-His/biotin-(CUG)12 binding, 665/545 ratio; Potency, µM (highest dose often 57.5 µM), without a hit: at the highest dose activity change, negative = inhibition, hits mostly inhibitors; actives 0.036% (n = 280,000); active means well fitted inhibition curve with a large enough effect in the signal ratio, with a control signal flat, not every such curve was filed as active; inconclusive means small, poorly fitted or top-dose-only effect, or effect the other way, or a change in a side signal; inactive means no such curve, though single readings can be large or run the other way; the % refers to the signal ratio; further: potency means the concentration at half of the fitted maximal effect; on the % scale 0 is the no-effect control and ±100 the full control effect
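MBNL1-His + Biotin-(CUG)12, cpd titration 92 nM–58 uM; Tb anti-His Ab 0.055 ng/ul, SA-XL665 5 nM (final); 60 min RT; ratiometric 665/545 nm, Ex 340 nm; normalized to buffer and full-complex controls.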
ASM inhibitor: blocks human secretory acid sphingomyelinase | actives 0.006% (n = 340,000) | AID 504937 | placental ASM, HMU-PC fluorogenic substrate, 60 min | P17405 | Potency, µM (doses to about 57.5 µM), for inactives: at the highest dose activity change, negative = inhibition, most hits filed as inhibitors; further: potency means the concentration at half of the fitted maximal effect
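Steps: dispense placental human ASM, pin compound, wait 10 min at room temperature, add HMU-PC0 substrate at 9 uM final, incubate 60 min at 37 °C, add stop solution raising pH to 10, read fluorescence.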
TRPV1 agonist: human TRPV1 agonism | Q8NER1 | TRPV1-expressing cells, Fluo-8 calcium influx, agonist mode | activation, % at 8.33 µM | actives 0.19% (n = 320,000) | AID 540275; in the data active means activation above about 80%; inconclusive means between about 30% and that limit; further: 0% is about no effect
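TRPV1-expressing cells were cultured overnight at 35.5C and loaded with Fluo-8 calcium dye for 40 to 90 min at room temperature. After a 10 s baseline, compound was added and calcium influx was read kinetically for 3 min (ex 480/em 520 nm).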
A-T KAP1 phos: potential ataxia-telangiectasia treatment. […] A-T fibroblasts, KAP-1 phosphorylation AlphaLISA; neocarzinostatin DNA damage 30 min before lysis. Potency, µM (top dose mostly 57.5 µM), inactives show at the top dose activation, usual class: activators. actives 0.19% (n = 320,000); further: potency means the concentration at half of the fitted maximal effect; % of control where 0% means no effect; nearly all actives have a fitted effect of over 45% in size
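hTERT-immortalized A-T patient fibroblasts ([…]), 500 cells/well in OPTI-MEM, 1% FBS, got compounds for 60 min, then NCS for 30 min at 37C. Lysates were then assayed for phospho-KAP-1 by AlphaLISA (anti-pKAP1 donor, anti-KAP1 acceptor beads), 6 hr at 25C.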
MLL CXXC-DNA inh: blocks binding of human MLL CXXC domain to DNA. MLL-CXXC / FITC-HOXA9 DNA fluorescence polarization. Potency, µM (titrated, usually from 115 µM), for inactives: top-dose activity change, negative = inhibition, usual class: inhibitors. actives 0.037% (n = 290,000). Q03164; active means well fitted inhibition curve with a large enough effect in the polarisation, with a control signal flat, not every such curve was filed as active; inconclusive means small, poorly fitted or top-dose-only effect, or effect the other way, or a change in a side signal; inactive means no such curve, though single readings can be large or run the other way; the % refers to the polarisation; further: potency means the concentration at half of the fitted maximal effect
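Fluorescence polarization: 7 uM MLL-CXXC (stock) preincubated 5 min with compounds, then 50 nM fluorescein-HOX-A9 DNA (stock) added; 30 min ambient. Buffer 50 mM Tris-HCl pH 7.5, 50 mM NaCl, 1 mM DTT, 0.05% BSA.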
hERG WT inh: inhibitors of human wildtype KCNH2 potassium channel; Q12809; activity change, % at 1.84 µM; actives 0.37% (n = 340,000); U2OS, BacMam KCNH2, thallium flux FluxOr; stronger effect = lower value;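 active means maximum activity change below -70%; inconclusive means maximum activity change between -70% and -50%; inactive means maximum activity change above -50%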; further: on the % scale 0 is the no-effect control and ±100 the full control effect
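U2OS cells were transduced with wild-type KCNH2 virus (2.03 x 10^8 / mL) for 4 h at room temperature, then cultured overnight at 37 C. Thallium flux was read with FluxOr dye. Rate constants were normalized to DMSO controls.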
a7 integrin act: integrin-mediated muscular dystrophy alleviation activation | Potency, µM (series often up to 38.3 µM), for inactives: at the top dose activation, hits mostly activators | actives 0.064% (n = 350,000) | AID 624291 | alpha7betagal myoblasts, beta-gal FDG fluorescence, 48 h;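 further: potency means the concentration at half of the fitted maximal effect; 100% = response of the positive control SU9516; nearly all actives have a fitted effect of over 60% in size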
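alpha7betagal+/- myoblasts (passage 13, 250/well) treated 48 h at 37C with compounds at 1:260 dilution of DMSO stock. Lysed, then beta-galactosidase activity read as FDG fluorescence (ex 480/em 540) after 30 min, with pre-read for autofluorescence.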
* = called active by the depositor; i = inactive; u = inconclusive; x = not tested or not shown; & = joins results of further samples; [ ] = remark or other dose. Unless noted, the call rests on the fitted dose curve; in most records, active means well fitted curve in the direction sought with a large enough effect; inconclusive means small, poorly fitted or top-dose-only effect, or another doubt; inactive means no such curve, though single readings can be large; an effect the other way counts as inactive or inconclusive.

SMILES	Coupling enz	GALK inh	KCNH2 3.1 block	MBNL1 CUG block	ASM inhibitor	TRPV1 agonist	A-T KAP1 phos	MLL CXXC-DNA inh	hERG WT inh	a7 integrin act
Cc1nc(CN2CCN(C(=O)CCc3nnc(Cc4c[nH]c5ccccc45)o3)CC2)cs1	0	1%	x	14%	2%	-4	4%	-2%	-19	0%
O=c1[nH]ncc(N2CCN(Cc3ccccc3)CC2)c1Cl	1	2%	-4	u	-1%	-1	1%	0%	-1	-8%
Cc1cccc(CSC2=NCCN2C(=O)c2ccc(S(=O)(=O)N(C)C)cc2)c1	5	-2%	-6	-7%	0%	16	1%	-3%	x	-42%
Cc1ccc(SC[C@H](c2ccccc2)N2CCN(C)CCC2=O)cc1	5	0%	x	12%	1%	2	18%	-8%	x	12%
COc1ccc(OC)c(/C=N/NC(=O)CCN2CCN(C(c3ccccc3)c3ccccc3)CC2)c1	-4	0%	-48	-2%	84%[activator]	-5	0%	20%	-14	-8%
O=C(OCC(=O)N1CCCCCC1)c1cccs1	-1	2%	-2	-2%	4%	-3	-3%	7%	24	16%
CC(C)C(c1nnnn1Cc1ccc(F)cc1)N1CCN(Cc2ccc3c(c2)OCO3)CC1 (configuration not stated)	1	4%	-71*	-3%	-4%	16	5%	4%	1	-24%
C/C=C(/C)C(=O)O[C@@H]1c2cc3c(c(OC)c2-c2c(cc(OC)c(OC)c2OC)[C@@H](OC(C)=O)[C@@H](C)[C@H]1C)OCO3	-7	-1%	-21	-2%	-1%	-6	42%	-7%	-2	-21%
O=C1CCC(=O)c2oc3ccccc3c2N1	2	-5%	6	u	32%[activator]	-1	-2%	3%	5	7%
CC(=O)C[C@H](O)CC(=O)[C@H]1OC(=O)CCCCCCCCc2ccccc21	x	x	0	x	-1%	x	2%	x	25	6%
S=C(NC1CCCC1)N1CCN(C/C=C/c2ccccc2)CC1	-3	3%	3	-2%	1%	17	3%	1%	i	-35%
Cc1cccc(N2CCN(C(=O)C3CCN(S(=O)(=O)N4CCOCC4)CC3)CC2C)c1 (configuration not stated)	-3	-2%	7	-12%	3%	7	1%	-2%	x	-33%[inhibitor]

Reprinted from the part before: 2 entries; new compounds follow.
SMILES	Coupling enz	GALK inh	KCNH2 3.1 block	MBNL1 CUG block	ASM inhibitor	TRPV1 agonist	A-T KAP1 phos	MLL CXXC-DNA inh	hERG WT inh	a7 integrin act
S=C(NC1CCCC1)N1CCN(C/C=C/c2ccccc2)CC1	-3	3%	3	-2%	1%	17	3%	1%	i	-35%
Cc1cccc(N2CCN(C(=O)C3CCN(S(=O)(=O)N4CCOCC4)CC3)CC2C)c1 (configuration not stated)	-3	-2%	7	-12%	3%	7	1%	-2%	x	-33%[inhibitor]
Cc1ccc(C(=O)OCC(=O)N(CC(C)C)c2c(N)n(Cc3ccccc3)c(=O)[nH]c2=O)o1	x	x	-3	x	2%	-1	-8%	x	9	-39%
COc1ccc(C(C(=O)NC2CCCCC2)N(C(=O)c2csnn2)C2CC2)cc1 (configuration not stated)	4	1%	-1	-1%	-1%	0	-6%	-2%	0	-3%
O=C(OCC(=O)N1CCOCC1)c1ccc2ccccc2c1O	x	x	-5	x	45%[activator]	26	5%	x	-13	-21%
COc1ccc(S(=O)(=O)N2CCOCC2)cc1C(=O)N(C)Cc1ccco1	x	x	1	x	4%	x	5%	x	-27	-18%
Cc1nnc(SCc2ccc(F)cc2)s1	-1	2%	-8	-5%	6%	-3	4%	-7%	3	-10%
CCN(CC)S(=O)(=O)c1cccc(-c2nnc(SCCCC(=O)c3ccccc3)o2)c1	0	1%	-25	3%	-5%	11	6%	-4%	-7	0%
CC(C)(C)c1ccc(S(=O)(=O)N(CCCN2CCOCC2)Cc2cccs2)cc1	-6	x	-26&-11	5%	-2%&-6%	u	x	-10%	9&16	-26%&-26%
CCS(=O)(=O)N1CCC(C(=O)NCCCOC)CC1	-2	x	9	1%	0%	3	13%	14%	0	10%
COC(=O)c1[nH]c2ccc(C)cc2c1NC(=O)C1=COCCO1	-2	-1%	4	13%	20%	15	-1%	-3%	-26	u
COc1cc(C2C(C#N)=C(N)Oc3c2ccc2ccccc32)ccc1OCC(=O)Nc1cccc(C)c1 (configuration not stated)	-21	1%	7	x	-4%	-3	-4%	4%	-16	-26%
CC(COc1cccc2ccccc12)CN1CCN(C)CC1 (configuration not stated)	-2	6%	1	4%	3%	-1	-4%	-6%	10	-63%[inhibitor]
O=C(Nc1cccc(-c2cn3ccccc3n2)c1)c1ccccc1	0	8%	-13	0%	1%	0	15%	6%	10	2%
COc1cccc(Nc2nnc(SCN3C(=O)c4ccccc4C3=O)s2)c1	-1	-2%	5	-3%	3%	0	4%	12%	5	-13%
O=C(Cc1c[nH]c2ccccc12)NCc1ccncc1	x	-3%	13	-3%	9%	1	2%	2%	-13	0%
COc1c2ccoc2c(OC[C@@H](O)C(C)(C)O)c2oc(=O)ccc12	0	x	-2	u	35%	4	-1%	14%	0	18%
Cc1ccccc1-c1nc(CS(=O)(=O)CC(=O)NCCN2CCOCC2)c(C)o1	-1	0%	-10	-4%	6%	0	-5%	-7%	-9	11%
COc1ccccc1/C=C/C=N/NC(=O)c1ccc(=O)n(C)c1	0	0%	-93*	u	5%	-5	-4%	11%	-8	-27%
CC(C)(C)C(=O)/C(C#N)=C/c1cccs1	2	x	11	3%	0%	13	3%	-8%	1	36%
COc1ccc(NC(=O)c2cc(S(=O)(=O)N3CCc4ccccc43)cn2C)cc1	-3	x	-1	0%	-20%	-1	3%	x	-15	2%
COCCN(Cc1cc2cc(C)ccc2[nH]c1=O)S(=O)(=O)c1ccc(Cl)cc1	-1	2%	13	3%	-4%	0	4%	0%	-9	27%
COC(=O)c1ccn(CC(=O)NC2CCCCC2)n1	x	2%	-4	0%	2%	-1	14%	u	-5	24%
Cc1ccc2[nH]c3c(=O)n(CCc4cnc[nH]4)cnc3c2c1	2	3%	2	-4%	2%	1	-2%	10%	7	10%
COCc1nnc(NC(=O)c2ccc(NC(=O)C(C)C)cc2)s1	-1	0%	7	13%	2%	0	1%	-1%	-6	-27%
CC(C)N(Cc1ccccc1)S(=O)(=O)c1cccs1	-9	-1%	-4	2%	2%	5	-2%	2%	-7	2%
Cc1ccccc1C(=O)NC(=S)Nc1ccc(Cc2ccncc2)cc1	3	0%	-4	x	-2%	13	2%	-1%	0	-12%
Cc1cc(C)c2nc(NNC(=O)c3ccc(S(=O)(=O)N4CCCC(C)C4)cc3)sc2c1 (configuration not stated)	-1	x	6	36%[activator]	-20%	-6	-1%	-8%	6	-50%[inhibitor]
CCOC(=O)c1c(C)[nH]c(C)c1C(=O)CSc1nc2ccccc2c(=O)n1-c1ccc(Cl)cc1	-1	1%	1	x	-10%	-7	-2%	-1%	3	-15%
Cc1cc(C(=O)N2CCN(c3ccccc3)CC2)no1	1	0%	-12	-6%	-1%	u	-2%	2%	-14	37%
CC(=O)c1ccc(NC(=S)N(C)C2CCN(C)CC2)cc1	2	0%	-2	-4%	5%	1	8%	-3%	-11	13%
C=CC[C@@H](CC(=O)NCCO)C(=O)N[C@@H](COC(=O)[C@@H](CC=C)CC(=O)OC(C)(C)C)Cc1c[nH]c2ccccc12	x	x	-10	x	1%	x	11%	x	-5	-30%
COc1ccc(OC)c(CNc2ccc(F)c(Cl)c2)c1	-3	-1%	0	-4%	-3%	2	1%	-1%	-9	12%
N=c1c2c(ncn1Cc1ccco1)Oc1cc(O)ccc1C2c1ccccc1 (configuration not stated)	2	-2%	-2	-13%	1%	6	16%	-6%	-20	-6%
COc1ccc(C(CC(=O)O)NC(=O)Cc2ccccc2)cc1 (configuration not stated)	1	7%	-10	-12%	-4%	-2	2%	1%	-14	23%
COc1cc(/C=N/NC(=O)CNC(=O)c2ccncc2)ccc1O	0	4%	0	12%	8%	2	-3%	15%	13	2%
CC(C)c1cc(CNC(=O)c2ccc(OC3CCN(Cc4ccccn4)CC3)cc2)on1	x	-9%	0	0%	2%	0	8%	3%	10	u
O=c1[nH]nc(Cc2ccc(Cl)cc2)c2ccccc12	-1	-3%	5	9%	-5%	3	5%	-11%	8	-21%
CC(C)[C@H](NC(=O)OC(C)(C)C)C(=O)N/N=C/c1ccc2nccnc2c1	1	5%	19	u	4%	6	9%	0%	-4	14%
CCN(Cc1ccccc1)S(=O)(=O)c1ccc(C(=O)N(CCCN(C)C)c2nc3cc4c(cc3s2)OCO4)cc1	x	3%	-33	-1%	-3%	2	15%	11%	-9	-60%[inhibitor]

High-throughput results (PubChem)

Random draw from the library; about 2% have a hit in one of these screens.
